High-throughput results: PubChem, National Center for Advancing Translational Sciences (NCATS)
KDM5B inhibitor = inhibitors of human KDM5B histone demethylase; Q9UGL1; KDM5B demethylase, FDH-coupled NADH fluorescence (FDH is formaldehyde dehydrogenase); Potency, µM (titrated, usually from 57.7 µM), inactives show at the top dose activity change, negative = inhibition, hits mostly inhibitors; actives 2.6% (n = 220,000); active = well fitted inhibition curve with a large enough effect; inconclusive = small, poorly fitted or top-dose-only effect; inactive = no such curve, though single readings can be large or run the other way; also: 0% is about no effect; nearly all actives have a fitted effect of over 70% in size
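Here, H3K4me3 peptide (12.5 µM in substrate mix) is demethylated by KDM5BΔAP, 200 nM final, after 10 min compound exposure. Formaldehyde product is coupled through FDH (0.25 U/mL in mix) to NADH fluorescence; 30-min ΔRFU feeds dose-response curves.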
An asterisk follows results filed as active; i = inactive; u = inconclusive; [ ] = remark or other dose. Potency is read from the fitted curve at half-maximal effect.

SMILES | KDM5B inhibitor
Cc1ccc(C)c(-n2c(C)nc3c(cnn3-c3ccc(F)cc3)c2=O)c1 | 9%
COc1ccc(CCNC(=O)CSc2cn(CCNC(=O)c3cccc(C(F)(F)F)c3)c3ccccc23)cc1OC | -4%
CCc1ccc(NC(=O)c2nc(S(C)(=O)=O)ncc2N(Cc2ccccc2)Cc2ccco2)cc1 | -10%
Cc1cccc2c(=O)cc(C(=O)N3CCOC34CCN(C)CC4)oc12 | 12%
O=C(Nc1ccc(F)c([N+](=O)[O-])c1)C1CCCO1 (stereo not given) | 11%
CCc1ccccc1NC(=O)CCn1cccn1 | 10%
Cc1nc(/C=C/C(=O)N2CCCC2)cs1 | -17%
Cc1onc(C(=O)NCc2ccc3[nH]c(-c4ccc(F)cc4)c(C)c3c2)c1CO | u
CN(C)c1ccc(CN2CCn3c(nn(-c4ccc(Cl)cc4)c3=O)C2)cc1 | -1%[115 µM]
CC(=O)Nc1cccc(-c2n[nH]c3c2CC(=O)N(Cc2ccccc2F)C3)c1 | 19%[86.2 µM]
CCCc1cc(=O)[nH]c(SCc2noc(-c3ccc(F)cc3)n2)n1 | 10%
COc1ccc(CCNC(=O)c2nnn3cc(C)[nH]c(=O)c23)cc1OC | -20%
C#CCN1CCC(C(=O)NC2CCN(C(=O)C3CCCCC3)CC2)CC1 | -2%
Cc1ccc(CNC(=O)CCCn2c(C)c3cnn(-c4ccccc4)c(=O)c3c2C)cc1 | 4%
CC(=O)c1cc(Cl)ccc1OC(=O)c1ccc(C)cc1 | -6%
Cc1ccc(-c2nc(S(=O)(=O)c3ccc(C)cc3)c(N3CCCCCC3)o2)cc1 | u
O=C(CCc1cc2n(n1)CCNC2)NCc1nc2ccc(Cl)cc2[nH]1 | u
CCOC(=O)N1CCc2c(sc(NCc3sccc3C)c2C(=O)Nc2ccccc2OCC)C1 | u
CN1CCN(C(=O)c2c(NC(=O)c3ccccc3Cl)sc3c2CCC(C(C)(C)C)C3)CC1 (stereo not given) | -6%
COc1cccc(C(=O)OCc2cccc(C#N)c2)c1OC | 22%
Cc1ccc(-n2ncc3c(Nc4cccc(Cl)c4)ncnc32)c(C)c1 | u
COc1ccc(CN[C@H]2C[C@@H](Cc3cc(CN(C)c4ccccc4)on3)C2(C)C)cc1 | -33%[86.2 µM]
CC(C)OC(=O)c1cccc(C(=O)OC(C)C)n1 | 12%
N#CCNC(=O)c1ccc2c(c1)OCCCO2 | 10%
O=C(O)C1(CC2CC2)CCCN(Cc2ncccn2)C1 (stereo not given) | 2%
CSc1cccc(NC(=O)C2CCN(c3cnc4nccnc4c3)CC2)c1 | -2%
CN(C)c1ccc(C(=O)NCC2CCN(c3cc(-c4ccc(Cl)cc4)[nH]n3)CC2)cc1 | u
Cc1ccc(CN2C(=O)c3ccccc3C2C(=O)NC2CCCCCC2)cc1 (stereo not given) | -5%
COc1cccc(CCC(=O)N2CCCC(CN3CCCC3)CC2)c1 (stereo not given) | u
CCOc1ccc(NC(=O)c2nc3ccccc3nc2N2CCN(C)CC2)cc1 | 8%
O=C(NCc1cccc(Cl)c1)c1ccc(CS(=O)Cc2ccccc2Cl)o1 (stereo not given) | -4%
Cc1c(Cl)cccc1NC(=O)c1nn(C)c(=O)c2ccccc12 | 6%
FC(F)(F)c1ccc(O[C@H]2COCCN(Cc3cccnc3)C2)nc1 | u
COc1ccc(-c2csc(NCC(C)C)n2)cc1OC | -3%
Cn1c(=O)[nH]c2cc(-c3noc(-c4ccc(F)cc4)n3)ccc21 | 5%
CCOC(=O)Cc1cc(=O)n2[nH]c(NCc3ccc(OC)cc3)nc2n1 | 11%
COc1ccc(CN2C[C@H]3CN(Cc4cccc(OC)n4)CCN3C2=O)cc1 | -31%[86.2 µM]
Cc1[nH]ncc1CNC(=O)CCC[C@@H]1[C@H]2CCCN3CCC[C@@H](CN1Cc1cccnc1)[C@@H]23 | u
O=C(C(=O)N1CCCC1)c1c(-c2ccccc2)[nH]c2ccccc12 | 24%
CCN(CC)C(=O)Cn1nc(-c2ccc(C)cc2)c2ccccc2c1=O | -6%
Cc1ccc(C2=NN(C(=O)CCC(=O)O)C(c3ccc4nccnc4c3)C2)cc1 (stereo not given) | 17%
CCc1cccc(CC)c1NC(=O)c1cc(C)nc2ccccc12 | 7%
COC(=O)c1ccc(NC(=O)CCc2c(C)nc3c(c(C)nn3-c3ccc(C)cc3)c2C)cc1 | u
COc1cccc(C(=O)N2CCC(c3nn(-c4ccc(Cl)cc4)c(=O)[nH]3)CC2)c1 | -3%
O=C1NCc2ccccc2CC12CCCN2Cc1cnc2ccccc2c1 (stereo not given) | 14%[115 µM]

Sorted by the number under KDM5B inhibitor (ascending): some entries from above
| smiles | KDM5B inhibitor |
| --- | --- |
| CCN(CC)C(=O)Cn1nc(-c2ccc(C)cc2)c2ccccc2c1=O | -6% |
| COc1ccc(-c2csc(NCC(C)C)n2)cc1OC | -3% |
| CCc1cccc(CC)c1NC(=O)c1cc(C)nc2ccccc12 | 7% |
| Cc1ccc(C2=NN(C(=O)CCC(=O)O)C(c3ccc4nccnc4c3)C2)cc1 (stereo not given) | 17% |

Next compounds.
SMILES | KDM5B inhibitor
COc1ccccc1C(=O)N1CCCCC1c1noc(COc2ccc(C)cc2)n1 (stereo not given) | 11%
O=C1CCN(C(=O)[C@@H]2CCCN2Cc2ccc(C(F)(F)F)cc2)CCCCCCN1 | u
COc1ccccc1CCNC(=O)Cn1ccc2cc(S(=O)(=O)N3CCCCCC3)ccc21 | -29%
COc1cccc(/C=C/c2onc(C)c2S(=O)(=O)N2CCC(C(=O)N3CCCCC3)CC2)c1 | u
CCOc1ccc(NC(=O)Cn2c(=O)cc(C)c3c(C)nn(C)c32)cc1 | -24%
Cc1nc2c(c(=O)c3ccccc3n2C)c(=O)n1-c1ccc(F)cc1 | 2%
CC(=O)N1CCC(N2CCC(N3C(=O)C4(CCCCC4)C3c3ccncc3)CC2)CC1 (stereo not given) | u
COc1cc(C(F)(F)F)ccc1C(=O)NCCc1ccco1 | u
CCCc1ccc(NC(=O)c2n[nH]c(=O)c3ccccc23)cc1 | 10%
O=C(NCc1ccccc1)C1COC2(CCN(C(=O)c3cccs3)CC2)N1C(=O)c1ccccc1 (stereo not given) | -9%
COC(=O)N1CCn2ncc(C(=O)N3CCOCC3)c2C1 | -8%[149 µM]
Cc1cc(OCC(=O)c2cccc(C(F)(F)F)c2)n2cnnc2n1 | 32%[activator]
CCOc1ccc(CN(C)C(=O)Cn2cnc3c(cnn3C)c2=O)cc1 | 6%
CCOc1ccc2oc(=O)cc(CN3CCN(c4ccccc4OC)CC3)c2c1 | u
CN(C(=O)CSc1nc(N2CCOCC2)c2c(c1C#N)CCCC2)c1ccccc1 | -16%

Some values from the results shown:
CCCc1ccc(NC(=O)c2n[nH]c(=O)c3ccccc23)cc1 | KDM5B inhibitor = 10%
Cc1cc(OCC(=O)c2cccc(C(F)(F)F)c2)n2cnnc2n1 | KDM5B inhibitor = 32%[activator]

(further entries)
SMILES | KDM5B inhibitor
CCCS(=O)(=O)N1CCC2(CC1)CN(c1ccccc1)C2=O | 17%
CCC1CCCCN1S(=O)(=O)c1ccc(NC(=O)c2nc(SC)ncc2Cl)cc1 (stereo not given) | u
Cc1cn2nc(-c3nc(C4CCCN(C(=O)c5ccccc5)C4)no3)cc2c(=O)[nH]1 (stereo not given) | i
O=C(c1ccoc1)N1CCC(Oc2ccccc2-c2nc(C3CCOCC3)no2)C1 (stereo not given) | u
CN(C)c1ccc(/C=N\NC(=O)c2cccc3cc[nH]c23)cc1 | u
Cc1ccc(NC(=O)N2C[C@H](c3nc(-c4cccnc4)no3)[C@@H](C)C2)cc1 | -7%
CCC(=O)N1CCc2c(C(=O)NCc3ccc(OC(C)C)cc3)cccc21 | 3%
Cc1ccc(-c2nc3scc(CCNS(=O)(=O)c4ccc(C)c(C)c4)n3n2)cc1 | -1%
C[C@H](NC(=O)c1ccccc1)C(=O)O | 23%
Oc1ccccc1CN1CCC(O)(c2csc(CN3CC[C@@H](O)C3)n2)CC1 | -18%[86.2 µM]
c1ccc(-n2cc(CN3CCC(Oc4ccncc4)CC3)nn2)cc1 | -10%
CSc1ncc(-c2ccc(Cl)cc2)[nH]1 | 19%
CC(C)NC(=O)N(C1CC1)C1CCOC2(CCN(C(=O)CCCc3ccccc3)CC2)C1 (stereo not given) | 23%
O=C(Nc1ccc(F)cc1)c1oc2ccccc2c1NC(=O)C12CC3CC(CC(C3)C1)C2 | -26%
Cc1ccccc1Nc1nc(NC2CCCCC2)nc2c1cnn2C | u
CC(=O)N1CCC2(CC1)CN(C(=O)Cc1cccc(O)c1)Cc1ccccc1O2 | 23%[115 µM]
CCOc1ccc2c3c(cccc13)C(=O)C=C2C | -10%
CCc1sc(C(=O)N2CCCCCC2)cc1Br | 11%
COc1cc(C(=O)O/N=C(\C)c2ccc(Cl)cc2)cc(OC)c1OC | -9%
O=C(c1ccccc1F)N1CCCC(c2nn(-c3ccccc3)c(=O)[nH]2)C1 (stereo not given) | -5%
NC(=O)c1cc(S(=O)(=O)NCC2CCC(C(=O)Nc3cccc(Cl)c3)CC2)cs1 (stereo not given) | -26%
O=C(Nc1ccccc1CCc1ccccn1)C1CCN(c2cnn(Cc3ccccc3)c(=O)c2)C1 (stereo not given) | -13%
S=C(NCC1CC1)N/N=C/c1ccccc1Cl | 22%
O=C(Nc1ccc(F)cc1)N1CC[C@H]2COC(=O)N2c2cc(F)ccc2C1 | -7%[86.2 µM]
CC(C)[C@@H](N)C(=O)N1CCC2(CC1)Nc1ccccc1NC2=O | -31%
O=C(Cc1cccc(F)c1)NC1CCN(c2cc(-c3cccs3)[nH]n2)C1 (stereo not given) | u
O=C(COCc1cc(-c2cccs2)on1)Nc1cc(Cl)ccc1O | -8%
COc1cccc(NC(=O)N2[C@@H]3CC[C@H]2CC(NC(=O)c2cnc(C)cn2)C3)c1 (stereo not given in full) | 2%
Cc1nn2c(c1-c1ccccc1C(C)C)N(C(=O)Cc1ccc3c(c1)OCO3)CCC2 | -15%[86.2 µM]
CNCC(=O)N1CCC(Cc2cccc(C(N)=O)c2)C1 (stereo not given) | -14%
COc1ccc2c(c1)c(N1CCCC1=O)c(C(=O)Nc1ccc(OC)c(Cl)c1)n2C | -25%
Fc1ccccc1CNC1(Cc2cc(-c3ccccn3)on2)COC1 | 1%[86.2 µM]
Cc1ccc(N2C(=O)CS(=O)(=O)C23C(=O)N(Cc2ccc(Cl)cc2)c2ccccc23)cc1C (stereo not given) | -10%
Cn1c(=O)[nH]c(=O)c2c1nc(N1CCC(Cc3ccccc3)CC1)n2CC(=O)O | -21%
Cc1cc(C[C@@H]2COC[C@@H]2NC(=O)CCCc2nc(-c3ccco3)no2)on1 | -13%
CC(=O)NCCOC(=O)c1nn(Cc2ccccc2)c(=O)c2ccccc12 | 16%
O=C(Nc1cnc2ccccc2c1)c1ccc(N2CCCCC2)c([N+](=O)[O-])c1 | -20%
O=C(c1cccc(Cl)c1)N1c2nc(-c3ccco3)nn2C2(CCCCC2)[C@@H]2CCCC[C@@H]21 | -16%
COc1ccc(-n2nnc3c(=O)n(Cc4nc(-c5ccccc5C)no4)cnc32)cc1 | 19%
COCCC(=O)N1CCC(N2C(=O)CCC2C(=O)NCc2ccccc2)CC1 (stereo not given) | -20%
COc1ccccc1N1CCN(S(=O)(=O)c2cc3[nH]c(=O)c(=O)[nH]c3cc2C)CC1 | u
COc1cc(C2NC(=O)N(C)C(C)=C2C(=O)OCCC(C)C)cc(Cl)c1O (stereo not given) | 1%
Fc1ccc(-c2nc(-c3ccc(Br)o3)no2)cc1 | 21%
COCC1CN(C(=O)Cc2ccc(OC)cc2)CC12CCNCC2 (stereo not given) | 6%
COC(=O)c1ccccc1NC(=O)c1sc2nc(C)cc(C)c2c1NC(=O)c1ccccc1OC | u

4 entries from above, set out differently.
COc1cccc(CCC(=O)N2CCCC(CN3CCCC3)CC2)c1 (stereo not given)
  KDM5B inhibitor: u
CCOc1ccc(NC(=O)c2nc3ccccc3nc2N2CCN(C)CC2)cc1
  KDM5B inhibitor: 8%
O=C(NCc1cccc(Cl)c1)c1ccc(CS(=O)Cc2ccccc2Cl)o1 (stereo not given)
  KDM5B inhibitor: -4%
Cc1c(Cl)cccc1NC(=O)c1nn(C)c(=O)c2ccccc12
  KDM5B inhibitor: 6%

More entries.
SMILES | KDM5B inhibitor
O=C(O)CCC(=O)N1CCC(n2nnc3cc(C(F)(F)F)ccc32)CC1 | 22%
COc1ccc(S(=O)(=O)NCC2CCC(C(=O)NCC(=O)NCc3ccccn3)CC2)cc1 (stereo not given) | 24%
Cc1cccc(C(=O)N2CCC3(CC2)N=C(c2ccc(Cl)cc2)NO3)c1 | u
O=C(Cn1cc(S(=O)(=O)N2CCCC2)ccc1=O)c1c[nH]c2ccccc12 | -1%
COC(=O)c1cccc(NC(=S)N[C@H]2CO[C@H]3[C@@H]2OC[C@H]3OC(=O)Nc2ccc(Oc3ccccc3)cc2)c1 | -15%
Cc1cc2c(cc1C(=O)N[C@H](c1ccccn1)C1CC(O)C1)OCCO2 (stereo not given in full) | -9%
CCNC(=O)N(C1CC1)C1CCOC2(CCN(C(=O)Cc3ccccc3)CC2)C1 (stereo not given) | 13%
CCN(CC(=O)NC(C)C)CC(=O)N1c2ccccc2OCC1c1ccccc1 (stereo not given) | 1%

Some of the compounds tested; the hit share may differ from the screen's.
